# TRPC6 activator = activates the mouse TRPC6 cation channel. Q61143. HEK293-TRPC6 membrane potential dye fluorescence; stronger effect = higher value. B-score at 10 µM. 310,000 compounds, 0.13% hits;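 active = B-score of the integrated fluorescence ratio above library mean plus 3 SD, and starting fluorescence ratio within library mean plus 5 SD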;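 also: higher score means more depolarization so channel activation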
# MrgX1 ag = human MrgX1 receptor agonism, primary screen; Q96LB2; B-score at 10 µM; MrgX1-HEK293 cells, Fluo-4 calcium fluorescence, agonist mode; stronger effect = higher value; 310,000 compounds, 0.44% hits;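 active = calcium response B-score plate-corrected fluorescence ratio at least 3 library SD, with starting fluorescence B-score inside 5 SD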
#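 Test system: HEK293 cells stably expressing human MrgX1 receptor; amount: 15,000 cells per well; doses: compound delivered in addition one of three; times: overnight plating before 1 h dye loading; detection: Fluo-4 NW calcium-flux fluorescence, kinetic read; read-out basis: B-scored fluorescence response ratio; controls: positive and negative controls per plate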
# TRPC6 inh = mouse TRPC6 channel inhibition | 310,000 compounds, 1.1% hits | B-score at 10 µM | HEK293-TRPC6, membrane potential dye, ACh-evoked depolarization; stronger effect = lower value | AID 2553 | Q61143;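 active = B-score under library mean minus 3 SD, initial fluorescence not abnormally high, positive integrated signal ratio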;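 also: B-score derived from integrated fluorescence ratio over the kinetic read; more negative B-score means stronger inhibition of depolarization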
# TMEM16A inh = mouse TMEM16A channel inhibition, primary screen. HEK293 TMEM16A/YFP iodide influx fluorescence, ionomycin. normalized B-score (activity score, 25-100; higher = stronger inhibition) at 10 µM. 310,000 compounds, 1.2% hits. AID 588511;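 active = ratio plate-corrected score three or more library SD toward inhibition, starting fluorescence score within five deviations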;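 also: score derived from kinetic fluorescence span divided by baseline fluorescence per well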
# TRPC4 inh = TRPC4 (mouse) channel inhibition; Q9QUQ5; HEK293 TRPC4beta/mu-opioid, DAMGO-evoked Fluo4 calcium flux; stronger effect = lower value; B-score at 10 µM; 300,000 compounds, 0.39% hits; AID 2247;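 active = B-score over 3 SD under the library average, no early fluorescence shift, positive overall ratio signal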
# Target sequence (Q9QUQ5 whole entry, looked up): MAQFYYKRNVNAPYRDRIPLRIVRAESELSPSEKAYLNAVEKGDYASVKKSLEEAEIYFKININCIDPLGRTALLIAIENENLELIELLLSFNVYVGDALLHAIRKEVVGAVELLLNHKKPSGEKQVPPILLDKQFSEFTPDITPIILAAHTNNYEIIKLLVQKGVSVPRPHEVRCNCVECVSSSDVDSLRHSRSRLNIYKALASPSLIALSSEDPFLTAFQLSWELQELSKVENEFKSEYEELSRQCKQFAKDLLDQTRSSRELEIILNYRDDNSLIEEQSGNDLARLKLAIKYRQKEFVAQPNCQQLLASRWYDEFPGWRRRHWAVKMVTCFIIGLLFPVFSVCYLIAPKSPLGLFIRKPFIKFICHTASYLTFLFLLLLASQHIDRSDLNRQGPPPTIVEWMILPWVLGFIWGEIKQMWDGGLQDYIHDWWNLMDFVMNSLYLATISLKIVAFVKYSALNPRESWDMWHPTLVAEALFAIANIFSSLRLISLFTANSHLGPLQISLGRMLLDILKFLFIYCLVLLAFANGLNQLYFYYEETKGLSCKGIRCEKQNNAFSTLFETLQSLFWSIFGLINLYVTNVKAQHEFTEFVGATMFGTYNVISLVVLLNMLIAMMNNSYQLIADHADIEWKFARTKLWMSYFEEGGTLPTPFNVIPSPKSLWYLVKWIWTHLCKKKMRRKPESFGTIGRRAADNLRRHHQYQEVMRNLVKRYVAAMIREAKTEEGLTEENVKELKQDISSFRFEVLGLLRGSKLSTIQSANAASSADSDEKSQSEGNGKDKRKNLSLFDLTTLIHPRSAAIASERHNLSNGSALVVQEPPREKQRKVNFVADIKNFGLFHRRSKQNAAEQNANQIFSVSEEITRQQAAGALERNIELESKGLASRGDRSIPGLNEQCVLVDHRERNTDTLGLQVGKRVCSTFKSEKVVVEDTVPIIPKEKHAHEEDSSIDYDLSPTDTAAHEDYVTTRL
#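 Material: HEK293 cells with stable TRPC4beta plus mu-opioid receptor expression / Probe or stimulus: DAMGO in two steps, submaximal then maximal / Compound: single concentration per test compound / Technique: kinetic Fluo4 fluorescence imaging of calcium influx / Read-out: per-well B score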
# TRPC4 potent = allosteric potentiators of mouse TRPC4 channel; 310,000 compounds, 0.42% hits; HEK293 TRPC4beta/mu-opioid, DAMGO EC20, Fluo-4 Ca2+ flux; stronger effect = higher value; B-score at 10 µM; Q9QUQ5;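 active = B-score of calcium response area above 5 SD of library B-scores, with initial fluorescence ratio within 5 SD of library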;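 also: B-score of integrated fluorescence ratio over time as area under calcium response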
# RGS4 inh = inhibitors of human RGS4; P49798; HEK293 M3R/RGS4 inducible, Fluo-4 calcium flux; stronger effect = higher value; triggered by carbachol at its EC20; B-score at 10 µM; 310,000 compounds, 0.45% hits; AID 463165;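 active = B-score, a plate-corrected calcium signal, over three deviations above library mean, with baseline fluorescence within five deviations of library mean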;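 also: RGS4 expression induced by doxycycline in cells with stable M3 receptor; B-score is computed from the integrated fluorescence ratio over baseline after carbachol; higher B-score means a larger calcium signal and so more RGS4 inhibition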
# MrgX1 allo act = allosterically activates human MrgX1 receptor signaling; Q96LB2; MrgX1-HEK293, Fluo-4 calcium flux, FDSS; stronger effect = higher value; B-score at 10 µM; 310,000 compounds, 0.63% hits;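 active = plate-corrected calcium response at least 3 library SD above typical, normal starting fluorescence, not activating the receptor alone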;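 also: compound read alongside a low EC10 to EC30 dose of BAM8-22 agonist; peak minus trough fluorescence over baseline measured at the second addition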
# MrgX1 antagonist = human MrgX1 receptor antagonism, primary screen; Q96LB2; MRGX1-HEK293 calcium flux, Fluo-4, BAM8-22 antagonism; stronger effect = lower value; B-score at 10 µM; 310,000 compounds, 1.3% hits;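 active = calcium-response B-score plate-corrected more than 3 library SD below zero, starting fluorescence within 5 deviations, no agonist response on first addition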;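 also: peak minus trough fluorescence over baseline after final BAM8-22 challenge near maximal dose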
# TRPC4 agonist = activators of mouse TRPC4 channel. B-score at 10 µM. HEK293 TRPC4beta/mu-opioid, Fluo4 calcium fluorescence; stronger effect = higher value. Q9QUQ5. 310,000 compounds, 0.49% hits;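 active = B-score above 5 SD of library B-scores, and initial fluorescence ratio not above library mean plus 5 SD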;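 also: positive B-score marks a calcium rise read as TRPC4 activation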
#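 Assay system – TRPC4beta and mu-opioid receptor HEK293 stable cells · Measured by – Fluo4 fluorescence, kinetic · Schedule – dye loading 45 min room temperature, 110 s kinetic read · Read-out – B-scored integrated calcium fluorescence ratio · Controls – buffer and maximal DAMGO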
# TMEM16A act = activators or potentiators of mouse TMEM16A chloride channel | HEK293 TMEM16A/YFP-H148Q/I152L, iodide quench fluorescence; stronger effect = lower value | B-score at 10 µM | 340,000 compounds, 0.3% hits;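 active = fluorescence-ratio B-score plate-corrected deviation score at least 3 library SD below zero, with starting fluorescence score within 5 deviations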;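 also: channel opened by trigger with iodide after compound preincubation; score built on the fluorescence ratio of max minus min over baseline; more negative score means more quench and so TMEM16A activation or potentiation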
# * = called active by the depositor; i = inactive; . = not tested or not shown. Compounds as they come; 5.8% or so of the library scored in one or more.
SMILES,TRPC6 activator,MrgX1 ag,TRPC6 inh,TMEM16A inh,TRPC4 inh,TRPC4 potent,RGS4 inh,MrgX1 allo act,MrgX1 antagonist,TRPC4 agonist,TMEM16A act
CC(C)Cn1c(N)c(C(=O)NCCN2CCOCC2)c2nc3ccccc3nc21,i,i,i,i,i,i,i,i,i,i,i
COc1ccc(NC(=O)C2=CC(c3ccc(C)cc3)=NS(=O)(=O)N2C)cc1,i,i,i,i,i,i,i,i,i,i,i
COc1cccc(COC(=O)Nc2ccccc2F)c1,i,i,i,i,i,i,i,i,i,i,i
O=S(=O)(NC1CC(NS(=O)(=O)OCC(Cl)(Cl)Cl)C2CCCCC12)OCC(Cl)(Cl)Cl (stereo not given),i,i,i,25*,i,i,i,i,i,i,i
O=C(NCC1CCN(Cc2cccc(Cl)c2)CC1)C1CCCN(c2ncnc3c2nc2n3CCCCC2)C1 (stereo not given),i,i,i,i,i,i,i,i,i,i,i
COc1ccccc1C(=O)NC(=O)Nc1cccc(Cl)c1,i,i,i,i,i,i,i,i,i,i,i
Cc1ccccc1N=C1N=C(N)c2ccccc21,i,i,i,i,i,i,i,i,i,i,i
CCOC(=O)N1CCN(C2CCCN(C(=O)c3ccccc3N(C)C)C2)CC1 (stereo not given),i,i,i,i,i,i,i,i,i,i,i
CCc1nn(C(CC)C(=O)NCCc2ccc(OC)cc2OC)c(=O)c2cc3occc3n12 (stereo not given),i,i,i,i,i,i,i,i,i,i,i
COc1nsnc1N1CCOCC1,i,i,i,i,i,i,i,i,i,i,i
CCOc1ccc(CCNC(=O)CSc2cc(=O)n(C)c3ccc(Cl)cc23)cc1OCC,i,i,i,i,i,i,i,i,i,i,i
CCCN(C(=O)Cc1coc2cc(C)c(C)cc12)c1c(N)n(Cc2ccccc2)c(=O)[nH]c1=O,i,i,i,i,i,i,i,i,i,i,i
O=C(CNc1ccccc1-c1ccccc1)NCc1ccccc1,i,i,i,i,i,i,i,i,i,i,i
COC(=O)/C(C#N)=C/c1c(N2CCN(Cc3ccc4c(c3)OCO4)CC2)nc2c(C)cccn2c1=O,i,i,i,i,i,i,i,i,i,i,i
O=C(COc1ccccc1)Nc1c2c(nn1-c1ccc(F)cc1)CS(=O)(=O)C2,i,i,i,i,i,i,i,i,i,i,i
CCCn1c(/N=C/c2ccccc2O)nc2ccccc21,i,i,i,i,i,i,i,i,i,i,i
CCOC(=O)N1CCN(C(=O)CN(Cc2ccccc2)S(C)(=O)=O)CC1,i,i,i,i,i,i,i,i,i,i,i
CC(C)N1CCC(N2CCN(C/C=C/c3ccc(F)cc3)CC2CCO)CC1 (stereo not given),i,i,i,i,i,i,i,i,i,i,i
NC(=O)C1=C[C@@H](c2ccc(C(F)(F)F)cc2)C[C@@H](OCc2ccc(CO)cc2)O1,i,i,i,i,i,i,i,i,i,i,i
O=C(Nc1cccc(Cl)c1N1CCOCC1)c1ccco1,i,i,i,i,i,i,i,i,i,i,i
CNC(=O)NC(=O)C(C)OC(=O)c1cc2c(s1)CCCCC2 (stereo not given),i,i,i,i,i,i,i,i,i,i,i
Cc1ccc(/C=C/C2=NN(Cc3ccccc3Cl)C(=O)CC2)cc1,i,i,i,i,i,i,i,i,i,i,i
COc1ccc(OC)c(CN2CCC(C(=O)N(C)CCc3ccc(OC)c(OC)c3)CC2)c1,i,i,i,i,i,i,i,i,i,i,i
O=C(NC1CCCCC1)NC1CCN(CC(=O)N2CCOCC2)CC1,i,i,i,i,i,i,i,i,i,i,i
Cc1ccc(-n2c(C)cc(/C([O-])=C(/C(=S)Nc3ccc(F)c(Cl)c3)[n+]3ccccc3)c2C)cc1,i,i,i,i,i,i,i,i,i,i,i
CCOc1ccc(/C=C/C(=O)N(CC)CC(=O)Nc2ccc3c(c2)OCCO3)cc1OC,i,i,i,i,i,i,i,i,i,i,i
S=C(NCc1cccs1)Nc1ccccc1,i,i,i,i,i,i,i,i,i,i,i
O=C(NCc1ccc(Cl)cc1)c1cc(=O)[nH]c2ccc(S(=O)(=O)N3CCOCC3)cc12,i,i,i,i,i,i,i,i,i,i,i
CC(=O)c1ccc(NC(=O)CNC2CCCCC2)cc1,i,i,i,i,i,i,i,i,i,i,i
CC(C)C(=O)N(c1ccc2oc(=O)sc2c1)S(=O)(=O)c1ccccc1,i,i,i,i,.,i,i,i,i,i,i
C=CCn1ccc(=NC=C(C#N)C#N)c2ccccc21,i,i,i,i,i,i,i,i,i,i,i
O=c1c2c3c(sc2nc2n1CCCC2)CCCCC3,i,i,i,i,i,i,i,i,i,i,i
Cc1cc(C)nc(NC(=O)c2ccc(C)o2)n1,i,i,i,i,i,i,i,i,i,i,i
Cc1cc(C)nc(NC(=O)CCCC(=O)O)c1,i,i,i,i,i,i,i,i,i,i,i
O=S(=O)(Nc1ccc2c(c1)OCCO2)c1cccc2nsnc12,i,i,i,i,i,i,i,i,i,i,i
COc1ccc(C(=O)Nc2ccc(S(=O)(=O)N3CCOCC3)cc2)cc1,i,i,i,i,i,i,i,i,i,i,i
Cc1cc(Nc2ccc(Cl)cc2)n(-c2cccc(Cl)c2)n1,i,i,i,i,i,i,i,i,i,i,i
COc1ccc(OC)c(Nc2nc(NCCC(C)C)nc(N)c2[N+](=O)[O-])c1,i,i,i,i,i,i,i,i,i,i,i
COC(=O)CSc1nc(NCc2ccccc2)nc(N(C)C)n1,i,i,i,i,i,i,i,i,i,i,i
O=C(CN1CCc2ccccc2C1)NC1CCCC1,i,i,i,i,i,i,i,i,i,i,i
COc1cccc(OCc2cc(C(=O)N(C)CCC3CCCCO3)no2)c1 (stereo not given),i,i,i,i,i,i,i,i,i,i,i
C=C(C)CSc1nnc2[nH]c(=O)cc(N)n12,i,i,i,i,i,i,i,i,i,i,-6.4*
N/C(=N/OC(=O)c1cccc([N+](=O)[O-])c1)c1cccc([N+](=O)[O-])c1,i,i,i,i,i,i,i,i,i,i,i
COc1cc(NS(C)(=O)=O)c(OC)cc1NC(=O)c1cccc(F)c1,i,i,i,i,i,i,i,i,i,i,.
COC(=O)C1=C(N)OC2=C(C(=O)CCC2)C1c1ccccc1OC (stereo not given),i,i,i,i,i,i,i,i,i,i,i
COc1ccc(OCc2nnc(NC(=O)Nc3ccccc3F)s2)cc1,i,i,i,i,i,i,i,i,i,i,i
O=C(CN1C(=O)NC2(CCc3ccccc32)C1=O)c1ccc2c(c1)OCCO2 (stereo not given),i,i,i,i,i,i,i,i,i,i,i
C=CCOC(=O)C1=C(C)NC(=O)NC1c1ccc(OC(=O)c2ccco2)c(OC)c1 (stereo not given),i,i,i,i,i,i,i,i,i,i,i
CCOC(=O)c1ccccc1NC(=O)CSc1cccc[n+]1[O-],i,i,i,i,i,i,i,i,i,i,i
COc1cc(C(=O)N2C(=O)CCC2=O)cc(OC)c1OC,i,i,i,i,i,i,i,i,i,i,i
CCCCOc1ccc(NC(=O)CN2CCN(CC)CC2)cc1,i,i,i,i,i,i,i,i,i,i,i
Cc1cc([N+](=O)[O-])cc(C)c1OCC(=O)N/N=C/c1ccc(OC(=O)c2ccccc2Br)cc1,i,i,i,i,i,i,i,i,i,i,i
O=C(N/N=C/c1ccc[nH]1)c1cc(-c2cccs2)nc2ccccc12,i,i,i,i,i,i,i,i,i,i,i
O=C(Nc1ccc(NS(=O)(=O)c2ccccc2)cc1)c1ccccc1,i,i,i,i,i,i,i,i,i,i,i
Cn1c(SCC(=O)N2CCOCC2)nc2sc3c(c2c1=O)CCCC3,i,i,-8.8*,i,i,i,i,i,i,i,i
CCOC(=O)Cc1csc(NC(=O)CCN2C(=O)c3cccc([N+](=O)[O-])c3C2=O)n1,i,i,i,i,i,i,i,i,i,i,i
N#CCCn1cc(C(=O)Nc2ccc([N+](=O)[O-])cc2)c(-c2cccs2)n1,i,i,i,i,i,i,i,i,i,i,i
CCC(=O)Nc1ccc(C(=O)OCc2ccccc2)cc1,i,i,i,i,i,i,i,i,i,i,i
COc1cccc(NC(=O)COC(=O)c2nc(Cl)ccc2Cl)c1,i,i,i,i,i,i,i,i,i,i,i
O=C(CSC(=S)N1CCSCC1)c1ccccc1,i,.,i,.,i,i,i,.,.,i,i
# New compounds follow:
SMILES,TRPC6 activator,MrgX1 ag,TRPC6 inh,TMEM16A inh,TRPC4 inh,TRPC4 potent,RGS4 inh,MrgX1 allo act,MrgX1 antagonist,TRPC4 agonist,TMEM16A act
C#CCN(C#N)c1nc(NCC)nc(NC(C)C)n1,i,i,i,i,i,i,i,i,i,i,i
CCCS(=O)(=O)c1c(S(=O)(=O)CCC)c2ccccn2c1C(=O)OC,i,i,i,i,i,i,i,i,i,i,i
COC(=O)c1cc(=O)c2cccc(OC)c2[nH]1,i,i,i,i,i,i,i,i,i,i,i
CO/N=C1\CCn2c1c(C)c1ccccc12,i,i,i,i,i,i,i,i,i,i,i
CC(C)c1onc(C(=O)N2CCCCC2)c1[N+](=O)[O-],i,i,i,i,i,i,i,i,i,i,i
O=C(OCC#Cc1c(COC(=O)c2ccccc2)nnn1Cc1ccccc1)c1ccccc1,i,i,i,i,i,i,i,i,i,i,i
c1ccc(CCNCCCOc2cccc3ccccc23)cc1,i,i,i,i,i,i,i,i,i,66*,i
BrC(/C=C\c1ccccc1)=N/Nc1nc(N2CCOCC2)nc(N2CCOCC2)n1,i,i,i,i,i,i,i,i,-8*,i,i
COc1cc(Cl)ccc1OCc1cc(C(=O)N(C)Cc2cccc3cnccc23)no1,i,i,i,100*,i,i,i,i,i,i,i
OC(COc1ccc(Cl)cc1Cl)CN1CCc2ccccc2C1 (stereo not given),i,i,i,i,i,i,i,i,i,i,i
C=CCCC(=O)N1CCC(Oc2cccc(C(=O)NCc3ccccn3)c2)CC1,i,i,i,i,i,i,i,i,i,i,i
